From PubChem
AMA1-RON2 inh = qHTS for Inhibitors of AMA1-RON; Towards Development of Antimalarial Drug Lead: Primary Screen; AlphaScreen AMA1-biotinylated RON2 peptide binding; Potency, µM (highest dose often 58.2 µM), for inactives: top-dose activity change, negative = inhibition, usual class: inhibitors; 0.2% of 360,000 active; AID 720542, 2013;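 further: potency means the concentration at half of the fitted maximal effect; 0% = vehicle wells and -100% = peptide control; nearly all actives have a fitted effect of over 45% in size; some results filed as inactive show a strong effect at the top dose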
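AMA1 (3D7) with his tag at 25 nM final met compounds first, then biotinylated RON2 peptide at 25 nM; detection used donor plus acceptor beads, 10 µg/mL apiece, read by AlphaScreen after 30 min at room temperature.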
HCV inhibitor = qHTS Assay for Inhibitors of Hepatitis C Virus (HCV). Potency, µM (highest dose often 41.8 µM), inactives show at the top dose activity change, negative = inhibition, hits mostly inhibitors. AID 651820, 2012. 3.4% of 340,000 active. Huh7.5.1 HCVcc-Cre infection, luciferase reporter, 44 h; further: potency means the concentration at half of the fitted maximal effect
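Infectious HCV cell culture screen: compound-treated cells (1,000/well, pre-plated 4 h) are infected with HCVcc-Cre at roughly 0.5 moi and grown 44 h. Infection is quantified by luciferase signal after 15 min substrate incubation at room temperature.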
HCMV inh = qHTS Assay for inhibitors of the human cytomegalovirus (HCMV). activity change, negative = inhibition, % at 57.5 µM. AID 1259415, 2018. HFF cells, HCMV-luciferase reporter, 72 h; hits give low values. 4.5% of 410,000 active; in the data active means activity change below about -60%; inconclusive means no clear call, values can overlap the other calls; inactive means above about -39%
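Inhibition of viral replication was scored as loss of reporter luminescence in HFFs infected with HCMV-luciferase (MOI 1 PFU/cell) for 72 h; compounds tested at 2 doses, normalized to buffer and Salinomycin controls.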
AmpC detergent = qHTS Inhibitors of AmpC Beta-Lactamase (assay with detergent); AmpC hydrolysis of nitrocefin, absorbance 480 nm, 0.01% Triton; P00811; 0.041% of 370,000 active; Potency, µM (titrated, usually from 114 µM), without a hit: top-dose activity change, negative = inhibition, usual class: inhibitors;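 further: potency means the concentration at half of the fitted maximal effect; 0% = no-compound wells and -100% = no-enzyme wells; nearly all actives have a fitted effect of over 25% in size; some results filed as inactive show a strong effect at the top dose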
Target sequence (P00811 whole entry, looked up): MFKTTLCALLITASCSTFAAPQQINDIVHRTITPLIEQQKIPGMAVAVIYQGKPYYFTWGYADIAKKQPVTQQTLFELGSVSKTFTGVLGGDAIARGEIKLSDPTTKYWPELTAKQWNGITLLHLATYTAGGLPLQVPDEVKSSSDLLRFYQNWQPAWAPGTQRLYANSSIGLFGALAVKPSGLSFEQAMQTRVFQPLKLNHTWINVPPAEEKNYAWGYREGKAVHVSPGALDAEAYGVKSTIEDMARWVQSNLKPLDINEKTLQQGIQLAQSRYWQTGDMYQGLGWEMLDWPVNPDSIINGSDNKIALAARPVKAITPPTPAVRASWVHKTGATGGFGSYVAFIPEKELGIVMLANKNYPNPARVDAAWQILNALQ
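20 mM phosphate pH 7.0 + 0.01% (detergent screen) or 0.0001% Triton X-100; 5.3 nM AmpC reagent; cpd preinc 15 min RT; nitrocefin (800 uM stock) to start; A480 q20 s × 4 min; Activity was normalised to no-enzyme and no-compound control wells.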
LmPK inh = qHTS Assay for Inhibitors of Leishmania Mexicana Pyruvate Kinase (LmPK). Q27686. purified LmPK, Kinase-Glo ATP luminescence, 1 h. Potency, µM (series often up to 57.5 µM), for inactives: at the highest dose activity change, negative = inhibition, usual class: inhibitors. 0.37% of 290,000 active. AID 1721, 2009; further: potency means the concentration at half of the fitted maximal effect
Target sequence (Q27686 whole entry, looked up): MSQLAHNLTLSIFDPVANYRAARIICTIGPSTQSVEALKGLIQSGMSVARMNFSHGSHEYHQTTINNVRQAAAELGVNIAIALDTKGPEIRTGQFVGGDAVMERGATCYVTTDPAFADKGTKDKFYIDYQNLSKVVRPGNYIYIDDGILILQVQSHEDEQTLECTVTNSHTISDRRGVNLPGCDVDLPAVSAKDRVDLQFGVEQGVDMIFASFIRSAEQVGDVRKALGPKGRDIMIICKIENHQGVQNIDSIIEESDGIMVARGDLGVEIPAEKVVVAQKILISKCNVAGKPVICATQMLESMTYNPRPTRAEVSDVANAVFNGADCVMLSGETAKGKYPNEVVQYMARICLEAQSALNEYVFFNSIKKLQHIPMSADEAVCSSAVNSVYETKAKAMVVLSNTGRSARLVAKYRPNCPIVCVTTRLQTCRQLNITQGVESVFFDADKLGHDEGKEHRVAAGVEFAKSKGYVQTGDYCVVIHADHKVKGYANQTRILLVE
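Purified LmPK (0.1 nM) converted ADP (0.1 mM) to ATP with PEP (0.5 mM) in imidazole buffer pH 7.2 with KCl and MgCl2, 1 h at room temperature. ATP was read by Kinase-Glo luminescence; data normalized to uninhibited and no-enzyme controls.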
TbPYK inhibitor = qHTS of Trypanosoma Brucei Inhibitors; TbPYK enzyme, Kinase-Glo Plus ATP luminescence, 45 min; Potency, µM (titrated, usually from 76.8 µM), for inactives: top-dose activity, negative = inhibition, most hits filed as inhibitors; pyruvate kinase (Trypanosoma brucei), Q57TT1; AID 624173, 2012; 0.12% of 410,000 active; further: potency means the concentration at half of the fitted maximal effect; nearly all actives have a fitted effect of over 50% in size
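TbPYK + substrate in 50 mM TEA pH 7.2, 100 mM KCl, 10 mM MgCl2, 0.05% BSA, 0.01% Tween-20; cpd pinned; ADP 130 uM final; 45 min RT; Kinase-Glo Plus 10 min; luminescence endpoint.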
AmpC no deterg = qHTS Inhibitors of AmpC Beta-Lactamase (assay without detergent) | P00811 | AmpC nitrocefin hydrolysis, absorbance 480 nm, 0.0001% Triton | Potency, µM (doses to about 57.1 µM), inactives show top-dose activity change, negative = inhibition, hits mostly inhibitors | 0.52% of 330,000 active;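 further: potency means the concentration at half of the fitted maximal effect; plate controls were no compound for no effect and no enzyme for full effect; nearly all actives have a fitted effect of over 20% in size; some results filed as inactive show a strong effect at the top dose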
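AmpC (5.3 nM in the dispensed reagent) in 20 mM phosphate pH 7.0 with 0.01% (detergent screen) or 0.0001% Triton X-100 was preincubated with compounds for 15 min at room temperature. Nitrocefin was then added from an 800 uM solution, and hydrolysis was followed at 480 nm.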
An asterisk follows results filed as active; u = inconclusive; x = no result given; [ ] = dose if it differs, or a comment. Unless noted, the call rests on the fitted dose curve; in most records, active means well fitted curve in the direction sought with a large enough effect; inconclusive means small, poorly fitted or top-dose-only effect, or another doubt; inactive means no such curve, though single readings can be large; an effect the other way counts as inactive or inconclusive. Unless noted, on the % scale 0 is the no-effect control and ±100 the full control effect.

Order of results – AMA1-RON2 inh | HCV inhibitor | HCMV inh | AmpC detergent | LmPK inh | TbPYK inhibitor | AmpC no deterg
1) CCN(CC)c1ccc2cc(-c3nnc(Nc4ccc(C)cc4)s3)c(=O)oc2c1
    x | x | 54 | 10% | x | -5% | x
2) COc1ccc(-c2ccnc3ncnn23)cc1
    -6% | -17% | 62 | 0% | 4% | 3% | -7%
3) Cc1cccc(NC(=O)COC(=O)CCc2ccc(S(=O)(=O)N3CCOCC3)cc2)c1C
    8% | 14% | -7 | 1% | 0% | 9% | 25%
4) COC(=O)C(C)Sc1ccc2nnc(CCNS(=O)(=O)c3ccccc3)n2n1 (stereo not drawn)
    14% | 15% | 12 | 0% | 3% | -1% | 15%
5) O=C1c2ccccc2NC(c2cc(Cl)cc(Cl)c2O)N1Cc1cccnc1 (stereo not drawn)
    -3% | 7% | -10 | -2% | -4% | -12% | -32%
6) O=C(Nc1ccc([N+](=O)[O-])cc1)Nc1nc(-c2ccc(Cl)s2)cs1
    0% | u | -100* | u | 1% | -7% | -12%
7) COc1ccc(NC(=O)CSc2ccc3nnc(-c4cccnc4)n3n2)cc1
    -9% | 19% | 29 | -5% | 1% | 4% | -9%
8) Cc1ccc(C(=O)Nc2ccc(C(=O)N3CCCCC3)cc2)cc1
    -11% | -8% | -20 | 2% | -4% | 1% | -6%
9) Cc1ccc(S(=O)(=O)NC(=O)C2(C)CCN2C(=O)C2(c3ccc(Cl)cc3)CC2)nc1 (stereo not drawn)
    16% | x | -8 | x | x | 6% | x
10) O=c1[nH]c(=S)[nH]cc1Oc1ccc(Cl)cc1Cl
    103%[activator] | 2% | -97* | 3% | 0% | -1% | -32%
11) CCc1noc(C)c1C(=O)N1CC(C)SC1=Nc1ccc(Cl)cc1 (stereo not drawn)
    -9%[11.6 µM] | u | -26 | -14% | x | 0% | 40%
12) COCCNC(=O)C(c1ccc(C)o1)N(CCOC)C(=O)Cn1nnc2ccccc21 (stereo not drawn)
    -7% | 24% | u | -3% | 5% | -2% | -1%
13) CCCS(=O)(=O)NC(=O)C1(C)CCN(C(=O)c2ccc(C#N)cc2)C1 (stereo not drawn)
    9% | x | 21 | x | x | -4% | x
14) O=C(Nc1cccc(Br)c1)c1cc(=O)c2ccccc2o1
    9% | 5% | 0 | 1% | -3% | 3% | -27%
15) CCC1C(=O)n2nc(-c3ccccc3)cc2N=C1C (stereo not drawn)
    7% | 1% | 29 | 2% | -12% | 1% | -18%
16) CCOC(=O)Cn1nnnc1CN1CCN(c2ccc(OC)cc2)CC1
    5% | 26% | -30 | 11% | 5% | -6% | 91%[activator]
17) Cc1ccccc1C(=O)OC(C)C(=O)NCc1ccc2c(c1)OCO2 (stereo not drawn)
    28% | -17% | -1 | 6% | x | 0% | -13%
18) Cc1cc(C)nc(/N=C(\N)Nc2ccc3c(c2)OCCO3)n1
    0% | -20% | -31 | 3% | 2% | 1% | -21%
19) CC1(C(=O)NS(=O)(=O)c2ccc(F)cc2F)CCN1C(=O)c1ccco1 (stereo not drawn)
    13% | x | 39 | x | x | 3% | x
20) O=c1[nH][nH]c2c1[C@@H](c1ccc(F)cc1)O[C@H](CCc1ccccc1)C2
    88%[activator] | x | 18 | x | x | 1% | x

3 entries picked at random from those above:
Order of results – AMA1-RON2 inh | HCV inhibitor | HCMV inh | AmpC detergent | LmPK inh | TbPYK inhibitor | AmpC no deterg
17) Cc1ccccc1C(=O)OC(C)C(=O)NCc1ccc2c(c1)OCO2 (stereo not drawn)
    28% | -17% | -1 | 6% | x | 0% | -13%
14) O=C(Nc1cccc(Br)c1)c1cc(=O)c2ccccc2o1
    9% | 5% | 0 | 1% | -3% | 3% | -27%
20) O=c1[nH][nH]c2c1[C@@H](c1ccc(F)cc1)O[C@H](CCc1ccccc1)C2
    88%[activator] | x | 18 | x | x | 1% | x

(more compounds)
Order of results – AMA1-RON2 inh | HCV inhibitor | HCMV inh | AmpC detergent | LmPK inh | TbPYK inhibitor | AmpC no deterg
21) CN(CC(=O)O)S(=O)(=O)c1ccc2[nH]c(=O)c(=O)[nH]c2c1
    -8% | 8% | -3 | -7% | 0% | 0% | -4%
22) O=C(NCc1ccccn1)C(=O)Nc1ccccc1
    22% | 7% | -10 | 2% | -27% | 3% | -9%
23) O=[N+]([O-])c1ccc(S(=O)(=O)N2CCN(Cc3ccco3)CC2)cc1
    -13% | -6% | 6 | -5% | 1% | 40%[activator] | 0%
24) COc1ccc2c(c1)CC(C(=O)N1CCC(C(N)=O)CC1)CO2 (stereo not drawn)
    x | x | -4 | 8% | x | -3% | x
25) CN(C)C(CNC(=O)c1cccc(S(=O)(=O)Nc2ccccc2Cl)c1)c1ccco1 (stereo not drawn)
    23% | -5% | -15 | -1% | x | 0% | -36%
26) CC(/C=N/NC(=O)COc1ccccc1C)=N\NC(=O)COc1ccccc1C
    -6% | 3% | 9 | -4% | -9% | -3% | -20%
27) CCN(CC)Cc1c(O)c(Cl)cc2c(C)c(C)c(=O)oc12
    -1% | 16% | -11 | u | 2% | 4% | -13%
28) CCCc1cc(-c2n[nH]c(=S)n2Cc2ccccc2)cs1
    49%[activator] | 3% | 3 | 4% | u | u | u
29) Cc1nc(SCC(=O)c2cc3ccccc3oc2=O)c(C#N)c(C)c1C(=O)Nc1ccccc1
    x | x | 30 | 8% | 1% | x | -34%
30) COc1ccc(CCNC(=O)COC(=O)c2cc(=O)c3ccccc3o2)cc1
    0% | -18% | -7 | u | x | 1% | -17%
31) Cc1cc2cc(CCNC(=O)C3c4ccccc4Oc4ccccc43)c(=O)[nH]c2cc1C
    x | 2%[8.37 µM] | x | -9% | 5% | x | -13%
32) CC(=O)Nc1ccc(NC(=O)COC(=O)c2n[nH]c3ccccc23)cc1
    3% | -25% | -3 | u | -1% | -9% | -10%
33) CCCC(C(=O)NCc1ccccc1)N(C(=O)Cn1nnc(-c2cccs2)n1)c1ccc2c(c1)OCCO2 (stereo not drawn)
    -6% | 13% | 22 | 0% | 8% | 0% | -5%
34) COc1ccc(C(=O)CSc2ccc3nnc(-c4cccnc4)n3n2)cc1
    15% | 9% | -10 | 2% | -2%[11.5 µM] | -20% | -21%
35) O=C(CCOc1ccc(F)cc1)Nc1nccs1
    -4% | 7% | -8 | -7% | 1% | -10% | -33%
36) C1CCN(Cc2nnnn2CC2CCCO2)CC1 (stereo not drawn)
    -6% | 3% | -19 | 1% | -6% | 6% | -19%
37) CCCCc1ccc(NC(=O)c2c(C)noc2C)cc1
    1% | 3% | -23 | u | 1% | 8% | -2%
38) O=C(CC1N=C2c3ccccc3N=C(SCc3ccc(F)cc3)N2C1=O)NCCc1ccccc1 (stereo not drawn)
    x | x | -9 | 0% | x | 5% | x
39) O=C1CCCc2c1[nH]c1ccc(CN3CCCCC3)cc21
    3% | 5% | 134 | -16% | -6% | -3% | -10%
40) COc1ccc(Cc2nnc(SCC(=O)N3CCCCC3)o2)cc1
    -11% | -7% | -36 | -9% | 0% | -13% | -3%

Individual results from above.
#21 – AMA1-RON2 inh: -8%
#29 – AmpC no deterg: -34%
#27 – AMA1-RON2 inh: -1%

(next part)
Order of results – AMA1-RON2 inh | HCV inhibitor | HCMV inh | AmpC detergent | LmPK inh | TbPYK inhibitor | AmpC no deterg
41) CCOc1ccccc1NC(=O)C1CCCN(S(=O)(=O)c2ccc(-n3cnnn3)cc2)C1 (stereo not drawn)
    4% | -3% | 5 | 1% | -7% | 2% | 16%
42) C=CCn1c(SCC(N)=O)nnc1-c1cc2c(s1)CCC(CC)C2 (stereo not drawn)
    -11% | -2% | -11 | -12% | 4% | -3% | 25%
43) COc1cc2c(cc1NC(=S)Nc1ccccc1C)oc1ccccc12
    -25% | u | 21 | -3% | 3% | -4% | -38%
44) COC(=O)c1c(-c2ccc(OC)cc2)oc2ccc(-c3cc(OC)c(OC)c(OC)c3)cc12
    1% | u | 0 | x | x | 4% | x
45) Cc1c(Cl)cnc(NC(=O)COC(=O)C2CC3CCCC(C2)C3=O)c1Cl (stereo not drawn)
    -8% | -13% | 19 | -12% | x | 0% | -16%
46) C=CCn1nc2ccccc2c1OC
    6% | 4% | 22 | u | x | -1% | 0%
47) Cc1ccc(-c2nc(C(=O)N3CCN(c4ccccc4)CC3)c3n2CCCCC3)cc1
    x | x | 11 | 9% | x | 4% | x
48) CCN(c1ccc2c(c1)OCO2)S(=O)(=O)c1cc(Br)cc2c1N(C(C)=O)CC2
    18% | -16% | 41 | -14% | -1% | -10% | -7%
49) NCCCCc1ccc2ccc3cccc4ccc1c2c34
    -13% | -16% | 3 | 2% | x | -2% | -3%
50) Cc1cccc(C#CC2=CC(=O)CC(C)(C)C2)c1
    -1% | x | -100* | x | x | 0% | x
51) N#Cc1cccc(Oc2ccc(S(=O)(=O)N3CCCC3)cn2)c1
    12% | 0% | -7 | -13% | x | -2% | 0%
52) Cc1ccc(N(CC(=O)Nc2ccc(OC(F)(F)F)cc2)S(=O)(=O)c2c(C)noc2C)cc1
    x | x | -8 | 10% | x | -5% | x
53) CCOCCCn1c(=N)c(C(=O)NCc2ccc3c(c2)OCO3)cc2c(=O)n3cccc(C)c3nc21
    -12% | 1% | u | -11% | 3% | -1% | -4%
54) CC(C)N1CCN(Cc2ccc(C#CC(C)(C)O)cc2)CC1CCO (stereo not drawn)
    0% | 2% | u | -2% | -1% | 2% | -2%
55) COc1ccc(NC(=O)Nc2ccc3c(c2)C(=O)N([C@H](C)CO)C[C@H](C)[C@@H](CN(C)C(=O)Nc2ccc(C(F)(F)F)cc2)O3)cc1
    -29% | -4% | -14 | x | x | 4% | 191%[activator]
56) CCN1CCN(c2c(Cl)cccc2NC(=O)c2ccc(Br)o2)CC1
    -5% | u | u | -8% | 0% | -2% | -1%
57) COc1ccc2nc(NC(=O)CN3CCN(C)CC3)sc2c1
    -5% | -2% | 167 | u | 2% | 4% | -8%
58) Cc1ccc2c(CNC3CCCC3)c(C(=O)O)n(Cc3ccc(F)cc3)c2c1
    x | x | 7 | 15% | x | -2% | x
59) COC(=O)c1ccc(-c2cc(C(=O)O)c3cc4c(cc3n2)OCCO4)cc1
    1% | -8% | 80 | 2% | 0% | 5% | -6%
60) Cc1cc(NC(=O)c2cnn3cccnc23)no1
    u | 6% | 45 | -5% | -2% | 1% | -9%
